Screens: PubChem, Sanford-Burnham Center for Chemical Genomics
H9c2 TAG inh – triacylglycerol accumulation inhibition; H9c2 cells, Nile Red lipid (TAG) fluorescence; cells loaded with 200 µM oleic acid; inhibition, % at 12.5 µM; 0.66% of 230,000 active; AID 651582;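 active means pattern-corrected inhibition of lipid staining of at least 50% with the nuclear-stain viability signal not falling by more than 50%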;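 further: 0% = DMSO wells and 100% = triacsin C control wells; some results filed as inactive read as strong as hits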
H9c2 TAG inh DAPI viability – further read-out of H9c2 TAG inh, marked with its call; DAPI nuclei signal change (viability), lower = more cytotoxic, %;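 whole-well DAPI fluorescence read on a plate reader as a viability signal; minus 50 percent equals half of cells still viable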
* hit, by the source's call.

SMILES	H9c2 TAG inh	H9c2 TAG inh DAPI viability
N#Cc1cnn(-c2cc(Cl)ccc2Cl)c1N	8	-5
Cc1cc2ccccc2n1CCNC(=O)c1ccc(S(=O)(=O)N2CCCCC2)cc1	-4	-4
CCN(CC)c1ccc(CNc2nc3ccccc3n2CC)cc1	-1	6
Cc1cc(C)c2c(=N)c3ccccc3n(CCCCCCCCn3c4ccccc4c(=N)c4c(C)cc(C)nc43)c2n1	53*	29*
COC(=O)c1ccc(CNC(=O)C(C)N=C2NS(=O)(=O)c3ccccc32)cc1 (centres undefined)	4	5
COc1ccc(C(=O)N(CCCO)Cc2cc3c(C)ccc(C)c3[nH]c2=O)cc1OC	7	-7
COc1cccc(Nc2nc3ccccc3c(=O)[nH]2)c1	4	-4
Cc1oc(-c2ccoc2)nc1CN(Cc1ccccc1)CC1CC1	1	-5
O=C(NC(=S)Nc1ccc(Cl)c(C(=O)O)c1)c1ccc(OCc2ccccc2)cc1	4	-3
O=c1c2ccccc2c(-c2ccccc2)nn1-c1ccccc1	3	-4
COc1cc(C2CC(=O)Oc3c(C(CCN4CCOCC4)c4ccc(N(C)C)cc4)c(OC)cc(OC)c32)cc(OC)c1OC (centres undefined)	-9	4
COc1cccc(CC2(CO)CCN(Cc3cnc(N4CCOCC4)s3)CC2)c1	-5	6
CN(CCNC(=O)CCCOc1cc(=O)n(C)c2ccccc12)Cc1ccccc1	23	-1
CCOc1ncccc1C(=O)Nc1ccc(OC)c(S(=O)(=O)N2CCOCC2)c1	-6	6
CC(=O)c1ccc(NC(=O)c2ccccc2-c2ccccc2C(=O)O)cc1	-1	-4
O=C(NCCS(=O)(=O)NCc1ccccc1Cl)c1ccc2c(c1)OCO2	-9	-4
COC(=O)c1cc(C(=O)OCC(=O)NC(=O)NCc2ccccc2)cc([N+](=O)[O-])c1	4	2
CCC(CO)Oc1cc(NCc2cccc(C(F)(F)F)c2)c2ncn(C(C)C)c2c1 (centres undefined)	10	-5
CCN(CC)S(=O)(=O)c1ccc(N2CCOCC2)c(NC(=O)c2nn(C)c(=O)c3ccccc23)c1	25	-8
CCOC(=O)C1CCN(C(=O)/C=C/c2ccc(OC)cc2)CC1	-17	14
CCC(=O)Nc1ccc(NCc2ccc(-c3ccccc3)cc2)cc1	-14	6
CCc1nnc(NC(=O)CN2C(=O)N(C)C3(CCCCC3)C2=O)s1	-11	-6
Cc1cc(C)cc(N=C2NC(=O)CS2)c1	-8	4
Cc1ccc(C(=O)N/C(=C\c2ccco2)C(=O)NCC2CCCO2)cc1C (centres undefined)	19	-9
CC(C)NC(=O)COc1ccc2c(c1)C(=O)CC(C)(C)O2	-2	19
More records follow:
SMILES	H9c2 TAG inh	H9c2 TAG inh DAPI viability
CCOC(=O)C1(Cc2ccccc2Cl)CCN(C(=O)CN2CCOC2=O)CC1	7	0
CN1CCN(CC(=O)Nc2cccc(S(=O)(=O)N(C)c3ccccc3)c2)CC1	12	-3
O=C(O)CCCC(=O)Nc1ccc(Oc2cccc(C(F)(F)F)c2)nc1	4	-1
CCNc1nc(C)cc(COC)c1C#N	5	-2
COc1cc(-c2nc(C)c(C(C)=O)n2O)ccc1OCC(=O)Nc1ccc(Cl)cc1	1	-3
O=C(CC1C(=O)NCCN1Cc1c(F)cccc1Cl)NC1CCCCCC1 (centres undefined)	-22	15
CC1(C)OC(=O)N(CC(=O)Nc2ccccc2)C1(C)O (centres undefined)	-4	2
CCOC(=O)Cc1cc(=O)n2[nH]c(-c3ccccc3)c(-c3ccccc3)c2n1	3	4
CCN1C(=O)CC(N2CCC(Nc3ccc(F)cc3)CC2)C1=O (centres undefined)	0	3
COc1ccccc1-n1c(CNc2c(C)cccc2C)nnc1SCC(=O)N1CCOCC1	-6	2
Cc1ccc2cc(CN(Cc3ccco3)C(=O)C3CCCCC3)c(=O)[nH]c2c1C	9	-16
CC(C)Nc1nc(NCc2ccccc2)c2sccc2n1	-13	19
O=c1c(-c2nnc(SCc3ccc(Cl)c(Cl)c3)o2)cccn1Cc1ccccc1	-26	29
COC(=O)Oc1ccc(/C=N/NC(=O)CN(c2ccccc2Cl)S(C)(=O)=O)cc1OC	4	-5
O=c1c2ccccc2nc(/C=C/c2cccc([N+](=O)[O-])c2)n1CCCO	9	-3
CN1C[C@@H]2[C@@H]3C(=O)N(C)C(=O)[C@@H]3[C@](C)(C1=O)N2C(=O)c1ccccc1	0	12
COc1cc(C2c3cc4c(cc3OC(Nc3ccc(C(=O)O)cc3)C2C)OCO4)cc(OC)c1OC (centres undefined)	46	-22
CCOC(=O)C1C2C=CC3(CN(CCc4ccccc4)C(=O)C13)O2 (centres undefined)	-22	3
CN(Cc1ccc(C(F)(F)F)cc1)C(=O)C1CC(=O)N(Cc2ccco2)C1 (centres undefined)	-10	2
COCc1cc(C)nc(N)c1C#N	12	-5
Cc1nc2c(C)cccc2c(SC(=N)N)c1CC=C(Cl)Cl	0	0
CC1Cc2ccccc2N1S(=O)(=O)c1ccc(Cl)nc1 (centres undefined)	-9	0
COc1ccc(N(CC(=O)NCCSC2CCCCC2)S(=O)(=O)c2ccccc2)cc1OC	7	4
CC(=O)c1ccc(OCC(=O)Nc2cccc(C(=O)Nc3c(C)n(C)n(-c4ccccc4)c3=O)c2)cc1	-16	1
CCC(C)CCN1C(N(C)C)=NC[C@@H]1CC(C)C (some centres undefined)	-2	-2
Further structures.
SMILES	H9c2 TAG inh	H9c2 TAG inh DAPI viability
O=C(CCc1ccccc1Cl)Nc1cccc(S(=O)(=O)N2CCCC2)c1	-23	-8
CS(=O)(=O)c1cnc(-c2ccccc2)nc1Oc1ccc(F)cc1	16	-5
COc1cccc(/C=N/NC(=O)c2ccccc2N(Cc2ccccc2)S(=O)(=O)c2ccccc2)c1OC	20	-13
CCN1CCN(c2ccc(Cl)cc2NC(=O)c2ccco2)CC1	21	5
CN1CCN(C(=O)c2ccc3c(c2)N(Cc2cccc(Cl)c2)C(=O)c2ccccc2S3=O)CC1 (centres undefined)	4	-2
Cc1ccc(C)c(C(=O)COC(=O)c2c(-c3ccccc3)noc2C)c1	-23	4
COc1cc(C2C(C(=O)c3ccco3)=C(O)C(=O)N2CCc2ccccc2)ccc1O (centres undefined)	-13	8
COC(=O)c1cc(C#N)c(N2CCN(C)CC2)nc1C	-7	5
COc1ccc(CCNC(=O)C(=O)NCC2OCCN2S(=O)(=O)c2ccc(OC)c(OC)c2)cc1 (centres undefined)	-2	3
CC(=O)c1c(COC(=O)c2ccc(C)cc2)nc2ccccc2[n+]1[O-]	-16	-5
Fc1ccc(-[n+]2nc(Nc3ccccc3)sc2-c2cccc(Cl)c2Cl)cc1	-2	4
CC(C)NC1(C(N)=O)CCNCC1	6	1
CCN1c2ccccc2-c2nc3ccccc3n2C1c1ccccn1 (centres undefined)	20	5
CCCCNC(=O)c1ccc(CNS(=O)(=O)c2ccc(Br)cc2)cc1	6	0
C1CCN(c2c3c(nc4nnnn24)CCCC3)CC1	20	-6
CCn1c(CN2CCCCCC2=O)nnc1SCc1cnc(-c2ccccc2)s1	-19	9
CCCCCn1c(=O)[nH]c2c(c1=O)CCC2	4	-5
CC(C)Nc1nc(Cl)nc(Nc2ccccc2)n1	2	-5
Cc1ccc(C(=O)NCC(=O)Nc2ccncc2)cc1C	-14	5
O=C(CSc1cccc2cccnc12)NCc1ccco1	2	21
CCOCCn1c(-c2ccc(OC)cc2)nc2ccccc21	-16	8
CCN(CC(=O)NCc1cccs1)S(=O)(=O)c1c(F)cccc1F	-28	32
COc1cc(C(=O)OCC(=O)Nc2ccc(N3CCOCC3)cc2)ccc1OCC(C)C	17	-3
COc1ccc(C(=O)CN2CCN(S(=O)(=O)c3cccc([N+](=O)[O-])c3)CC2)cc1	10	-1
CCN1CCN(S(=O)(=O)c2ccc(Cl)c(C(=O)N(C)Cc3cccc(Cl)c3Cl)c2)CC1	-25	5
(further entries)
SMILES	H9c2 TAG inh	H9c2 TAG inh DAPI viability
CCC(C)NC(=O)CSc1nnc(-c2cc(-c3ccc(C)cc3)nc3ccccc23)n1N (centres undefined)	3	-9
CCc1cc2cc(C)ccc2nc1SCC(=O)N1CCN(C(=O)c2ccco2)CC1	-4	5
CCOC(=O)C1(C)/C(=N/Nc2ccc(S(N)(=O)=O)cc2)C(=O)C(=O)N1c1ccccc1 (centres undefined)	-32	5
CC1(Oc2cccc(F)c2)CCN(Cc2ccccc2OC(F)F)C1 (centres undefined)	-12	12
CC1C(=O)CCCCCCCCCC2C1(N1CCOCC1)CS2(=O)=O (centres undefined)	10	-17
CC(=O)Oc1ccc2c(=O)oc(-c3ccccc3C)nc2c1	0	3
COc1ccccc1C1C2=C(N=C3SCC(=O)N31)c1ccccc1CC2 (centres undefined)	1	-11
COc1cc(OC)c(C2C(C#N)=C(C)NC(C)=C2C#N)c(C(=O)O)c1	2	6
CCCCCCCNC(=O)C1(CC2CC(c3ccc(Cl)cc3)=NO2)CCN(C(=O)c2ccccc2)CC1 (centres undefined)	-20	-4
COc1ccccc1OCc1ccc(C(=O)NN)cc1	-21	18
CC(C)(C)OC(=O)NCCCCCc1nnc(SCc2c(F)cccc2Cl)o1	-28	3
Nc1[nH]ncc1-c1ccccc1	9	5
COCCNC(=O)c1ccc2c(=O)n(CCCN3CCCC3=O)c(=S)[nH]c2c1	1	-6
CCN(CC)CCCNC(=O)c1nn(-c2ccc(OC)cc2OC)c(=O)c2ccccc12	-7	-1
Cc1csc(NC(=O)c2cc(=O)[nH]c3ccc(S(=O)(=O)N4CCOCC4)cc23)n1	21	9
O=C1/C(=C/c2cccnc2)SC(=S)N1c1ccc(O)cc1	-7	5
O=C1CSC(c2ccccc2[N+](=O)[O-])N1CCc1ccccc1 (centres undefined)	7	1
C=CCNC(=O)c1onc(CSc2cccc(OC)c2)c1C(=O)NCC=C	7	-18
O=C1c2ccccc2C(O)N1Cc1ccco1 (centres undefined)	-7	2
Cc1ccc(C(C2=C(O)CC(C)(C)CC2=O)C2C(=O)CC(C)(C)CC2=O)o1 (centres undefined)	15	-18
COc1ccccc1C(=O)NC(CCSC)C(=O)OC(C)C(N)=O (centres undefined)	6	9
CCN1CCN(S(=O)(=O)c2cc(OCC(=O)NC3CCCCC3)c(C)cc2Cl)CC1	10	-8
COCCOC(=O)c1c(NC(=O)COC(=O)Cc2cccc(OC)c2)sc(C(N)=O)c1C	-1	4
CC(C)CNC(=O)c1ccccc1NC(=O)c1ccccc1N(C)S(C)(=O)=O	9	-16
CCC(=O)Nc1cccc(-c2nnc(-c3ccccc3)o2)c1	1	-3
Next results.
SMILES	H9c2 TAG inh	H9c2 TAG inh DAPI viability
COc1ccc(CCNC(=O)CC2SC(=NCc3ccccc3OC)NC2=O)cc1 (centres undefined)	0	-8
COc1ccccc1NC(=O)CCSc1nc(C)cc(C)n1	0	-3
CC(=O)Nc1cc(-c2ccc(N)nc2)cn2c(-c3cccc(C(F)(F)F)c3)cnc12	-8	18
Cc1cc(=O)oc2c(C)c(OCC(=O)c3ccccc3)ccc12	-19	0
COc1ccc(C2CC(c3ccccc3)=NN2C(=O)CSc2nnnn2-c2cccc(C)c2)cc1 (centres undefined)	-5	1
CCOC(=O)c1c(C2CC2)csc1NC(C)=O	6	-18
C=CCNC(=O)C1CCC(C(=O)NCC=C)CC1 (centres undefined)	8	-9
O=C(CCc1ccccc1)Nc1ccc(S(=O)(=O)NC2=NCCCCC2)cc1	-16	-1
C=CCn1c(C)nnc1SCC(=O)N1c2ccccc2NC(=O)C1(C)C	-11	0
COc1ccccc1OCCSc1nc2ccccc2n1CC(=O)O	-5	-5
COC(=O)c1sccc1NC(=S)Nc1ccc(C)cc1	10	-18
CC(C)Cc1nc2oc3c(N4CCN(CCO)CC4)ncnc3c2c2c1CCCC2	17	25
CN(C)c1ccc2c3c(ccc(N(C)C)c13)COC2	-3	-2
CC(=O)NNc1cc(C)nc(N)n1	8	-8
CC(C)CCNC(=O)NC(=O)COC(=O)CCN=C1NS(=O)(=O)c2ccccc21	6	1
N/C(=N\OC(=O)CCn1cccc(C(F)(F)F)c1=O)c1ccc(OC(F)(F)F)cc1	4	-1
O=C1C2=C(c3ccccc31)[N+](=O)C1CCCCC1N2[O-] (centres undefined)	-3	-3
Fc1ccc(CCNc2ncnc3[nH]ncc23)cc1	-24	1
O=C(CCCn1cnc([N+](=O)[O-])n1)Nc1ccc(F)c(Cl)c1	15	-2
CC1(C)C2CCC1(C)C(OC(=O)CCn1ccnc1)C2 (centres undefined)	-10	-1

In the list so far, these contain fluorine:
SMILES	H9c2 TAG inh	H9c2 TAG inh DAPI viability
CCC(CO)Oc1cc(NCc2cccc(C(F)(F)F)c2)c2ncn(C(C)C)c2c1 (centres undefined)	10	-5
O=C(O)CCCC(=O)Nc1ccc(Oc2cccc(C(F)(F)F)c2)nc1	4	-1
O=C(CC1C(=O)NCCN1Cc1c(F)cccc1Cl)NC1CCCCCC1 (centres undefined)	-22	15
CCN1C(=O)CC(N2CCC(Nc3ccc(F)cc3)CC2)C1=O (centres undefined)	0	3
CN(Cc1ccc(C(F)(F)F)cc1)C(=O)C1CC(=O)N(Cc2ccco2)C1 (centres undefined)	-10	2
CS(=O)(=O)c1cnc(-c2ccccc2)nc1Oc1ccc(F)cc1	16	-5
Fc1ccc(-[n+]2nc(Nc3ccccc3)sc2-c2cccc(Cl)c2Cl)cc1	-2	4
CCN(CC(=O)NCc1cccs1)S(=O)(=O)c1c(F)cccc1F	-28	32
CC1(Oc2cccc(F)c2)CCN(Cc2ccccc2OC(F)F)C1 (centres undefined)	-12	12
CC(C)(C)OC(=O)NCCCCCc1nnc(SCc2c(F)cccc2Cl)o1	-28	3
CC(=O)Nc1cc(-c2ccc(N)nc2)cn2c(-c3cccc(C(F)(F)F)c3)cnc12	-8	18
N/C(=N\OC(=O)CCn1cccc(C(F)(F)F)c1=O)c1ccc(OC(F)(F)F)cc1	4	-1
Fc1ccc(CCNc2ncnc3[nH]ncc23)cc1	-24	1
O=C(CCCn1cnc([N+](=O)[O-])n1)Nc1ccc(F)c(Cl)c1	15	-2

This is a subset; count on the stated rates, not on these rows.
